From PubChem
TDP1 cell noCPT: qHTS for Inhibitors of human tyrosyl-DNA phosphodiesterase 1 (TDP1): qHTS in cells in absence of CPT | 15% of 420,000 active | DT40 Tdp1-/- hTDP1 cells, no CPT, ATP luminescence, 48 h | AID 686978, 2013 | Potency, µM (highest dose often 46.2 µM), for the others: at the top dose activity change, negative = growth inhibition, actives largely listed as inhibitors; active means well fitted inhibition curve with a large enough effect; inconclusive means small, poorly fitted or top-dose-only effect; further: nearly all actives have a fitted effect of over 55% in size
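Growth of hTDP1-complemented DT40 Tdp1-knockout cells is measured by ATP luminescence after at least 48 hr compound exposure at 37 °C, with DMSO substituting for the 20 nM CPT used in the parallel screen.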
Numbers without * were called inactive; u = inconclusive. On the % scale 0 is the no-effect control and ±100 the full control effect; potency means the concentration at half of the fitted maximal effect. An excerpt, so the mix of outcomes need not match the whole.

A first look:
SMILES,TDP1 cell noCPT
COc1ccc(OC)c(NC(=O)Nc2c(O)ccc3ccccc23)c1,u
O=Cc1ccc(I)cc1,4µM*
Cc1cc(C)nc(N/C=C(\C#N)C(=O)c2cccc(CSc3ccccc3)c2)n1,-6%

The list itself, repeating the preview:
SMILES,TDP1 cell noCPT
COc1ccc(OC)c(NC(=O)Nc2c(O)ccc3ccccc23)c1,u
O=Cc1ccc(I)cc1,4µM*
Cc1cc(C)nc(N/C=C(\C#N)C(=O)c2cccc(CSc3ccccc3)c2)n1,-6%
NC(Cc1ccccc1)c1csc(Nc2ccc(C(=O)c3ccccc3)cc2)n1 (centres undefined),8.2µM*
O=C1CCCN1c1ccc([N+](=O)[O-])cc1,-30%
O=C(NNC(=O)c1cc(S(=O)(=O)N2CCOCC2)ccc1Cl)c1ccc(F)cc1,-20%
CCCNC(=O)C1(C)CCCN(C(=O)c2ccc3snnc3c2)C1 (centres undefined),-4%
COc1ccc(C(C)(O)c2nc(-c3ccc(OC)c(OC)c3)cs2)cc1 (centres undefined),u
COc1cc(-c2ccc(C)cc2)cc2c1OCCN(C(=O)CCn1ccc(C)n1)C2,u
OCc1ccccc1-c1cccc2nccn12,u
O=C(CC(CC(=O)c1ccccc1)c1ccncc1)c1ccccc1,u
CCOCCOC(=O)c1ccc(NC(=O)c2cc3ccccc3o2)cc1,-28%
O=S(=O)(CCNCc1ccco1)NCc1ccccc1,-2%
C=CCC1(CC=C)CCCN1C(=O)C1CCC(=O)N(Cc2ccc(Cl)cc2)C1 (centres undefined),8.2µM*
NC(=O)N/N=C/c1sc(N2CCCCC2)nc1-c1cccs1,u
CCc1cccc(CC)c1NC(=O)C(CC)Sc1nc2ccsc2c(=O)n1CCC(=O)O (centres undefined),-25%
CN1OC[C@@H]2CN(Cc3ccc4c(c3)OCO4)[C@H](c3ccc(N4CCCCC4)cc3)C[C@@H]21,u
CC(=O)Nc1cccc(-c2nc3ccccc3n2C(C(=O)NC(C)(C)C)C2CC2)c1 (centres undefined),5%
Cn1c(=O)c2c(ncn2CC(=O)Nc2ccc3c(c2)OCO3)n(C)c1=O,-7%
O=S1(=O)CCOC[C@H](Cc2ccccc2)N1Cc1cccc(C(F)(F)F)c1,u
O=S(=O)(NCCNCC=Cc1ccc(Br)cc1)c1cccc2cnccc12,14µM*
Nc1cc(Cl)ccc1CN1C(=O)c2ccccc2C1=O,u
O=C(Nc1ccc(C(=O)N2CCCCC2)cc1)c1ccccc1Br,11%
O=CN(Cc1ccccc1)c1cc([N+](=O)[O-])ccc1OCc1ccccc1,u
CC1(C(=O)Nc2ccc3c(c2)OCCO3)CSCC(=O)N1C1CC1 (centres undefined),2%

Copied from the results shown, 5 compounds:
SMILES,TDP1 cell noCPT
O=C1CCCN1c1ccc([N+](=O)[O-])cc1,-30%
O=C(NNC(=O)c1cc(S(=O)(=O)N2CCOCC2)ccc1Cl)c1ccc(F)cc1,-20%
CCCNC(=O)C1(C)CCCN(C(=O)c2ccc3snnc3c2)C1 (centres undefined),-4%
COc1ccc(C(C)(O)c2nc(-c3ccc(OC)c(OC)c3)cs2)cc1 (centres undefined),u
COc1cc(-c2ccc(C)cc2)cc2c1OCCN(C(=O)CCn1ccc(C)n1)C2,u

Additional structures:
SMILES,TDP1 cell noCPT
CC(=O)c1ccc(OCc2nnn(CC(=O)NS(=O)(=O)c3ccc(C)cc3)c2-c2ccccc2)cc1,-3%
COC(=O)C[C@H]1C[C@@H]2c3cc(NC(=O)NC4CCCC4)ccc3O[C@@H]2[C@@H](CO)O1,u
Cc1ccc(NC2CCCN(C(=O)c3cc(C(C)C)nn3C)C2)cc1C (centres undefined),-14%
O=C1N[C@@H](Cc2ccccc2)C(=O)N2[C@@H]1C[C@@]1(Br)c3ccccc3N(S(=O)(=O)c3ccccc3)[C@@H]21,-26%
COc1ccc(Br)c(C(=O)N2CCCC2(C)C(=O)NCC(C)C)c1 (centres undefined),u
C[C@H](NC(=O)c1ccccc1)C(=O)OCC(=O)Nc1ccc(Cl)cn1,-26%
O=S(=O)(CC=CCS(=O)(=O)c1ccccc1)c1ccccc1,-23%
CN1CCN(C2CN(Cc3ccc([N+](=O)[O-])cc3)S(=O)(=O)C2)CC1 (centres undefined),-4%
CC[C@]12C(=O)N(C)C[C@H]([C@@H]3C(=O)N(C)C(=O)[C@@H]31)N2C(=O)c1ccc(C(C)(C)C)cc1,-9%
Ic1ccc(Nc2nc(NCCN3CCOCC3)nc(N3CCOCC3)n2)cc1,2.8µM*
COc1ccc(CC(=O)Nc2cc(S(=O)(=O)N3CCOCC3)ccc2N2CCOCC2)cc1OC,-12%
C1=NN(c2ccccc2)C=NN1c1ccccc1,u
O=C(NNC(=O)C(c1ccccc1)c1ccccc1)c1ccccc1O,u
O=C1CCCc2cc3c(ccc4ccccc43)cc21,u
CCCCNc1c(-c2cccnc2)nc2nc(C)cc(C)n12,12µM*
CCOC(=O)C1(C)CCN1C(=O)COc1ccccc1 (centres undefined),-3%
CCC1(CCC(C)C)SC(N)=NC1=O (centres undefined),2%
CCCC[C@@H]1CN=C(N)N1CCc1cccc(F)c1,5.8µM*
CC(C)(C)c1ccc(S(=O)(=O)NC(=O)C2(C)CCN2C(=O)Cc2cc(F)ccc2F)cc1 (centres undefined),-1%
O=C(NCCCCNC(=O)c1c(Cl)cccc1Cl)c1c(Cl)cccc1Cl,-12%
C[C@H](CO)N1C[C@H](C)[C@@H](CN(C)C(=O)c2cnccn2)Oc2ncc(Br)cc2C1=O,-17%
Cc1cc(NC(=O)COC(=O)COc2ccc(Cl)c(C)c2)no1,-26%
Cc1cc(-c2ccc(Br)cc2)n2nc(C)cc2n1,u
Cc1ccc(CN2CC(N3CCN(C)CC3)CS2(=O)=O)cc1 (centres undefined),6%
O=C(Nc1ccccc1Cl)c1ccccc1CC(O)(c1ccccc1)c1ccccc1,u

The list goes on:
SMILES,TDP1 cell noCPT
COc1cccc(CNC(=O)c2c(OC)cc(=O)n3c2CCN(C(=O)c2ccccc2Cl)CC3)c1,-8%
O=S1(=O)N[C@@H](Cc2ccccc2)COc2ccc(Cl)cc21,u
CNc1cc(C(=O)O)nc2ccccc12,1.1µM*
CC(C)NC(=O)C1C(c2ccc(C(F)(F)F)cc2)=Nc2ccccc2N1C(=O)c1cc2ccccc2[nH]1 (centres undefined),u
CCN(CC)c1ccc(/C=C/c2ccnc3ccccc23)cc1,18µM*
c1ccc(OC2CCCCC2N2CCOCC2)cc1 (centres undefined),-1%
O=C(NCc1cccnc1)C1C2C=CC(C2)C1C(=O)Nc1cccc(C(F)(F)F)c1 (centres undefined),-10%
COc1ccc(CSc2n[nH]c(=O)[nH]c2=O)cc1,-19%
O[C@H]1CN(Cc2cccs2)[C@@H](c2ccccc2)C[C@@H]1n1cc(C2CC2)nn1,10%
CCc1cc(-c2nnn(CCC3COCCO3)c2CC)ccc1-c1cn(Cc2ccc3ccccc3c2)nn1 (centres undefined),5.8µM*
O=C(NCCCn1ccnc1)/C(=C/c1ccco1)NC(=O)c1ccccc1,-10%
COc1ccc(CCNC(=O)C(=O)c2cn(CC(=O)N3CCCC3)c3ccccc23)cc1,21µM*
Cc1ncc2c(c1CNC(=O)c1ccc3c(c1)OCO3)CCN(C(=O)c1ccoc1)C2,-13%
O=[N+]([O-])c1ccc(CN2CC(N3CC=CC3)CS2(=O)=O)cc1 (centres undefined),u
N#Cc1ccc(CCc2ccccc2)[nH]c1=O,-20%
CC(=O)Nc1cccc(Nc2cc(C)nn2C)c1,12%
CC(=O)Nc1cc(-c2ccccc2N(C)C)cn2c(-c3ccc(S(C)(=O)=O)cc3)cnc12,18µM*
COCCNc1nc(NCc2cnc(C)cn2)c2sccc2n1,-19%
CC(=O)NC(C)(c1ccccc1)c1nc(-c2ccc(N(C)C)cc2)cs1 (centres undefined),23µM*
COc1cccc(-c2cnc3c(NC=O)cc(-c4cccc(C(=O)N(C)C)c4)cn23)c1,u
CCOC(=O)C1=CCC(c2ccco2)N(S(=O)(=O)c2ccc(C)cc2)C1 (centres undefined),u
COc1cccc(NC(=O)CSCc2nc3sc(C)c(C)c3c(=O)[nH]2)c1,-6%
CCCCCCNc1ccc(C(=O)OCC)cc1,u
CCC1=C(Nc2ccccc2)COC1=O,u
COc1ccc(C=C2NC(=S)NC2=O)cc1,-23%

(continued)
SMILES,TDP1 cell noCPT
COc1cccc(NC(=O)C2CCOC2=O)c1 (centres undefined),-7%
COc1cc2nc(Cl)nc(NC3CC3)c2cc1OC,u
Cc1cc(C(O)c2ncc(-c3ccccc3)[nH]2)ccc1F (centres undefined),u
COc1ccccc1C1CN(CCNC(=O)c2cnsn2)Cc2ccccc2O1 (centres undefined),-57%
COc1cccc(C(O)c2nc(/C=C/c3ccc(C(F)(F)F)cc3)cs2)c1 (centres undefined),u
Cc1ccc(Nc2ncc3c(=O)[nH][nH]c(=O)c3n2)cc1,-3%
CC(=O)c1ccc2c(c1)N(Cc1ccccc1)C(=O)C(C)S2 (centres undefined),u
CO[C@H](C(=O)N(C)C[C@@H]1OCc2ccccc2-c2c(n(C)c3ccccc23)C(=O)N([C@H](C)CO)C[C@@H]1C)c1ccccc1,u
Cc1cc(OCC(=O)OCC(=O)N(Cc2ccccc2)C(C)(C)C)ccc1Cl,-11%
COc1ccc(NC(=O)c2ccc3c(c2)S(=O)(=O)c2ccccc2C3=O)cc1,-6%
COC(=O)C[C@H]1CC[C@@H](NC(=O)Nc2cccc(OC)c2)[C@@H](CO)O1,1%
O=C(c1ccc([N+](=O)[O-])cc1)N1CCc2ccccc21,-13%
COc1cccc(C(C)(O)c2nc(-c3ccc(OC)c(OC)c3)cs2)c1 (centres undefined),u
CCOC(=O)[C@]12CCCC=C1N(Cc1ccc3c(c1)OCO3)C(=O)[C@H](CC(=O)NCCc1ccccc1OC)C2,16µM*
CCCNC(=O)c1cc(C2CCCCN2S(=O)(=O)Cc2cccc(C(F)(F)F)c2)on1 (centres undefined),-59%
O=c1c2ccccc2nc2n1CC/C2=C\N1CCN(c2ccc([N+](=O)[O-])cc2)CC1,-20%
Cc1cccnc1C(NC(=O)C1CCN(CCOc2ccc(F)cc2)CC1)c1ccc(Cl)cc1 (centres undefined),16µM*
CCCCN1C[C@H](CSC)[C@@H](CC(=O)Nc2ccc(OC)cc2)C1=O,u
COc1ccc(CNC(=O)C2(C)Cc3c(-c4ccc5c(c4)OCO5)ccnc3O2)cc1OC (centres undefined),16µM*
COCCCNc1ccn2nc(-c3ccc(OCc4ccccc4)cc3)cc2n1,u
COc1cc(/C=N/NC(=O)c2cc(-c3ccccc3C)nc3ccccc23)cc(OC)c1O,6.5µM*
CCCS(=O)(=O)NC(=O)C1(C)CCCN(C(=O)CCc2cccs2)C1 (centres undefined),-8%
O=c1onc(-c2ccccc2Cl)n1-c1ccccc1Cl,-25%
CC1CCCCC1NC(=O)c1cc(Cl)nc2ccccc12 (centres undefined),u
CC(=O)Nc1ccc(CN2CCC(N3CCC(C(=O)NC4CC4)CC3)CC2)cc1,12%

Continuation.
SMILES,TDP1 cell noCPT
CC1(C(=O)Nc2ccc3c(c2)OCCO3)CSCC(=O)N1C1CCN(Cc2ccccc2)CC1 (centres undefined),-24%
NC(c1csc(NC(=O)Nc2ccccc2)n1)C1CCCCC1 (centres undefined),15µM*
CC(C)(C)n1nnnc1C(CCc1ccccc1)N1CCN(C/C=C/c2ccccc2)CC1 (centres undefined),15µM*
O=CNc1ccc(/C=C/c2ccnc3ccccc23)cc1,14µM*
CCN(CC(=O)Nc1ccc2c(c1)OCCO2)C(=O)COc1ccc(C(C)=O)cc1,-3%
CCOC(=O)C1=C(CN2CCc3ccccc32)NC(=O)NC1c1cc(C)ccc1C (centres undefined),13µM*
CCc1nc2ccc(C(=O)NCCN3CCOCC3)cn2c1N(CCC(C)C)CCN(C)C,-4%
COc1ccc(OC)c(/C=C/c2sc3ccccc3[n+]2C)c1,u
CCCc1cc(CCC)n2nc(N)nc2n1,-5%
COc1ccc(CCNC(=O)c2cccc([N+](=O)[O-])c2)cc1OC,u
NC(=O)c1ncn([C@@H]2O[C@H](CNS(=O)(=O)c3cc4ccccc4s3)[C@@H](O)[C@H]2O)n1,-14%
COc1c(NC(C)=O)c2c(c([N+](=O)[O-])c1OC)C(=O)OC2,-7%
COc1ccc(O)c(CN2CC3CCC(CC3)C2)c1,u
O=c1[nH]c2ccccc2cc1-c1nnn(-c2ccc(Cl)c(Cl)c2)n1,u
N#CC(c1ccccc1)C(CC(=NO)c1ccccc1)c1ccccc1 (centres undefined),10µM*
COc1ccc(NC(=S)NCCN2CCOCC2)c(OC)c1,-11%
O=C(Cc1ccc(F)cc1)NO,-24%
CC(C)Nc1ncnc2c1ncn2[C@H]1CN(Cc2ccco2)C[C@@H](CO)O1,-5%
COc1ccc(-c2ccc3[nH]c4c(c3c2)CCN2C[C@H]3[C@H](C)ON(C)[C@H]3C[C@@H]42)cc1,21µM*
N#CCCn1nc2c(c1N)CCC2,7%
CCN(CC)c1cc2c(c3c1ccn3C)C1CCC2O1 (centres undefined),-18%
COc1ccc(C(O)c2nc(-c3cnn(C)c3)cs2)cc1 (centres undefined),u
Cc1ccc(Cl)cc1-c1cc(C(=O)NCc2ccccc2)[nH]n1,-27%
